Tau fluor counter: counter-screen for tau fibril formation inhibitors. tau K18 P301L Alexa594 fluorescence, heparin fibrillization. Potency, µM (top dose mostly 57.7 µM), inactives show at the highest dose activity change, negative = decrease. 280,000 tested, 0.93% active. AID 1463; note: % is set by controls: 0 for no effect and ±100 for the full control effect; nearly all actives have a fitted effect of over 55% in size
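Human tau K18 P301L (15 uM unlabeled, 0.24 uM Alexa 594-labeled) in 100 mM sodium acetate pH 7 with 20 uM heparin, 6 hr at 37 C. ThT 30 uM added, 1 hr ambient; Alexa 594 FP and total fluorescence read at 555/632 nm.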
GAA spleen mod: inhibitors or activators of human alpha-glucosidase in spleen homogenate; P10253; human spleen homogenate, 4-MU-alpha-glucoside fluorescence; 240,000 tested, 0.006% active; Potency, µM (top dose mostly 79.9 µM), inactives show at the highest dose activity change, negative = inhibition, most hits filed as inhibitors;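 note: 0% = enzyme with vehicle and -100% = no enzyme basal signal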
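AC50 values come from Hill-equation fits of concentration-response data, normalized to no-enzyme and full-activity controls. Enzyme source: 1 ug human spleen homogenate; 1 mM fluorogenic 4-MU glucoside, pH 5.0 citrate buffer, 37 C, 40 min.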
GAA glycogen mod: GAA glycogen-cleavage inhibition or activation. Potency, µM (top dose mostly 76.4 µM), inactives show at the highest dose activity change, negative = inhibition, actives largely listed as inhibitors. P10253. 300,000 tested, 0.38% active. recombinant GAA, glycogen substrate, Amplex Red glucose oxidase fluorescence. AID 2100;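 note: 0% = full enzyme reaction and -100% = no-enzyme basal signal; the screen sought inhibitors and activators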
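qHTS, 1536-well; enzyme 4 nM final; cpd up to 77 uM; substrate bovine liver glycogen 30 ug; 50 mM citrate/phosphate pH 5.0, 0.01% Tween-20; 37 C, 40 min; Amplex Red detection 45 min RT; Hill fit → AC50.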
GAA inhib: blocks human lysosomal alpha-glucosidase. P10253. purified human GAA, 4-MU-alpha-glucoside fluorescence. Potency, µM (titrated, usually from 76.9 µM), for inactives: top-dose activity change, negative = inhibition, actives largely listed as inhibitors. 200,000 tested, 0.005% active. AID 1466;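 note: plate controls were uninhibited enzyme wells for no effect and no-enzyme background for full effect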
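Activity normalized between no-enzyme (basal) and enzyme-only wells. Conditions: 4 nM human enzyme, 400 uM fluorogenic substrate, citrate/phosphate pH 5.0 with Tween-20, 20 min room temperature, compounds up to 77 uM.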
ALDH1A1 inh: ALDH1A1 (human) enzyme inhibition; Purified ALDH1A1, NADH fluorescence, propionaldehyde substrate; 220,000 tested, 7.3% active; Potency, µM (series often up to 75.3 µM), for inactives: at the top dose activity, negative = inhibition, actives largely listed as inhibitors; active = well fitted inhibition curve with a large enough effect, not every such curve was filed as active; inconclusive = small, poorly fitted or top-dose-only effect, or another doubt; inactive = no such curve, though single readings can be large or run the other way;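 note: plate controls were no enzyme wells and a reference inhibitor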
Target sequence (P00352 whole entry, looked up): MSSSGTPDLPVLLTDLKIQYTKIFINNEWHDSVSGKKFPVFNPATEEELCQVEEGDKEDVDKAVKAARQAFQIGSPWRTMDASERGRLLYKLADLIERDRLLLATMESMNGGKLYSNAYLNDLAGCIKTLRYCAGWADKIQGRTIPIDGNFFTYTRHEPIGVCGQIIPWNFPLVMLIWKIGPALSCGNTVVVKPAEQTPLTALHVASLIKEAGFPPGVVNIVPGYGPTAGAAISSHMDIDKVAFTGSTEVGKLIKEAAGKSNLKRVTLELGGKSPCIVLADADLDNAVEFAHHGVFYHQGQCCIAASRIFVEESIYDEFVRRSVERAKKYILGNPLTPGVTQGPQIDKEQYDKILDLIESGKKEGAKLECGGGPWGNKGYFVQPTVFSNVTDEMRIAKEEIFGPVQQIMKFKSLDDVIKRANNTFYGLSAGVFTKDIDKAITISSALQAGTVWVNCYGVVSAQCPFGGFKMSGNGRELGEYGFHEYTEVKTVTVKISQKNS
Epigenetic reg: derepresses silenced GFP reporter in murine cells; murine LDR cells, GFP reporter derepression, 30 h; AID 1865; Potency, µM (doses to about 53.9 µM), without a hit: at the highest dose GFP activation, most hits filed as activators; 280,000 tested, 0.2% active; note: % of control where 0% means no effect; nearly all actives have a fitted effect of over 60% in size
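GFP-positive cell count by laser-scanning cytometry (objects 20–120 um) after 30 h, 37 C compound exposure of murine LDR cells; reporter is CMV-GFP integrated at a silenced locus, inducible by HDAC or DNMT inhibitors.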
aGal spleen mod: inhibits or activates alpha-galactosidase in human spleen homogenate | P06280 | human spleen homogenate, 4MU-alpha-Gal fluorescence, 40 min | Potency, µM (titrated, usually from 80 µM), for inactives: top-dose activity change, negative = inhibition, usual class: inhibitors | 240,000 tested, 0.008% active | AID 2107;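 note: 0% = enzyme with vehicle and -100% = no enzyme basal signal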
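Fluorogenic readout (Ex 365/Em 440 nm) of 4-methylumbelliferone released from 1 mM 4-MU-alpha-galactoside by spleen homogenate, 40 min at 37C, pH 5.0. Data normalized to no-enzyme and enzyme controls; Hill-equation AC50 from compound titrations.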
NPSR antagonist: blocks cAMP signaling of the human neuropeptide S receptor | 220,000 tested, 1% active | CHO-NPSR cells, cAMP TR-FRET, antagonist mode | Potency, µM (top dose mostly 38.3 µM), for the others: at the top dose activity change, negative = inhibition, hits mostly inhibitors; note: % is set by controls: 0 for no effect and ±100 for the full control effect; nearly all actives have a fitted effect of over 50% in size; many of its hits are not listed in these tables
Target sequence (Q6W5P4 whole entry, looked up): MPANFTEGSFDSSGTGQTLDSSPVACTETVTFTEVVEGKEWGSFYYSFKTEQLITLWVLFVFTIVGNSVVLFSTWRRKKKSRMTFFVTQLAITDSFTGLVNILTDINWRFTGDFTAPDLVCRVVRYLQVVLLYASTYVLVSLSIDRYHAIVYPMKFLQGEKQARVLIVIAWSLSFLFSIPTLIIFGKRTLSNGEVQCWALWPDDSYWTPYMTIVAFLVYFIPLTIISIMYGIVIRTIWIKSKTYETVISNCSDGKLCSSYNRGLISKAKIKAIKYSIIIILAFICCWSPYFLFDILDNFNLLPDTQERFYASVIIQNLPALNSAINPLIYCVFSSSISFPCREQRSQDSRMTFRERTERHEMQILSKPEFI
The depositor's hits bear a star; ? = inconclusive; . = not tested or not shown; [ ] = another dose, or the depositor's remark. Unless noted, calls come from the whole dose curve; as a rule, active = well fitted curve in the direction sought with a large enough effect; inconclusive = small, poorly fitted or top-dose-only effect, or another doubt; inactive = no such curve, though single readings can be large; an effect the other way counts as inactive or inconclusive. Potency is the fitted concentration of half-maximal effect.

SMILES	Tau fluor counter	GAA spleen mod	GAA glycogen mod	GAA inhib	ALDH1A1 inh	Epigenetic reg	aGal spleen mod	NPSR antagonist
Cc1csc(NC(=O)CCc2c(C)nc3cc(-c4cccc(F)c4)nn3c2C)n1	-21%	0%	1%	3%	?	0.9%	-2%	-22%
COc1ccccc1OCc1csc(NC(=O)c2ccco2)n1	-13%	-12%	4%	1%	9%	-1.0%	-12%	-7%[46.1 µM]
C=CC[n+]1c(-c2ccc(Cl)cc2Cl)csc1Nc1c(C)n(C)n(-c2ccccc2)c1=O	-26%	8%	9%	-11%	-7%	-1.9%[10.1 µM]	3%	-47%
Cc1nn(C)c(C)c1S(=O)(=O)N1CCc2ccccc21	-8%	-1%	1%	-13%	?	-0.9%	5%	3%[46.1 µM]
O=C1c2ccccc2NC2(CCCCC2)N1N=C1CCCCC1	5%	0%	10%	12%	?	-0.9%	4%	-2%
COc1cc(CNC(C)(C)C)cc(Br)c1OCc1cccs1	-9%	-9%	17%	1%	18%	0.0%	-4%	0%
CCCCCC(=O)OC(CN1CCCCCC1)CN1CCCC1=O (configuration not stated)	3%	7%	6%	.	.	0.1%	6%	11%
CC(=O)c1ccc(NC(=O)COC(=O)c2ccccc2Sc2ccccc2C#N)cc1	6%	-4%	7%	2%	6%	0.0%	5%	-45%
Cc1cccc(C(=O)NC(=S)Nc2ccc(S(=O)(=O)N(C)c3ccccc3)cc2)c1	?	-4%	-3%	-15%	20µM*	0.8%	1%	-24%[46.1 µM]
COc1ccc(N2C(=O)CSC2c2ccccc2[N+](=O)[O-])cc1 (configuration not stated)	-9%	5%	-28%	5%	?	-6.6%	0%	-8%
Cc1noc(NS(=O)(=O)c2ccc(N/C=C\C(=O)c3ccc4c(c3)OCO4)cc2)c1C	-14%	-3%	10%	-8%	?	-1.1%	-4%	-18%[46.1 µM]
COc1ccc(C2C3=C(CC(C)(C)CC3=O)Nc3c2c(=O)n(C)c(=O)n3C)cc1OC (configuration not stated)	3%	.	-15%	1%	4%	2.4%	6%	6%
COc1ccc(/C(N)=N/OC(=O)COc2ccccc2Cl)cc1	-17%	-3%	-1%	-10%	2%	7.4%	3%	6%
c1cnc2nc(CSc3ncn[nH]3)cn2c1	2%	-15%	3%	1%	?	1.2%	-3%	-2%
CCOc1ccc(NC(=O)C2C3CCC4C(CCC32)C4(Cl)Cl)cc1 (configuration not stated)	-2%	-11%	-14%	6%	0%	6.0%	-1%	4%
CC(=O)[C@@H]1[C@@H](C(=O)c2ccc(C)cc2)[C@]2(C(=O)Nc3ccccc32)[C@H]2C=Cc3cc(F)ccc3N12	?	-16%	?	?	?	-3.2%	4%	?
CCCCn1c(-c2ccncc2)nc2c1c(=O)[nH]c(=O)n2CC(C)C	-8%	8%	-1%	-1%	2%	-1.2%	6%	-12%[46.1 µM]
CC(C)(C)NC(=O)CSc1nc(-c2ccc(F)cc2)cs1	-11%	-14%	4%	-25%	?	2.3%	8%	50%
CCC(C)NC(=O)Cn1c(=O)sc2ccccc21 (configuration not stated)	2%	1%	4%	4%	-6%	4.2%	-2%	8%
O=C1CC(c2ccc(F)c(Br)c2)C2=C(CCCC2=O)N1 (configuration not stated)	4%	-8%	-5%	-4%	21%	0.0%	0%	-9%[46.1 µM]
N=C1S/C(=C\c2ccccc2F)C(=O)N1c1ccc(F)cc1	-4%	1%	11%	-9%	5%	-1.1%	6%	12%
O=C(CCCN1C(=O)c2ccccc2C1=O)N1CCC(c2ccccc2)C1 (configuration not stated)	-7%	-14%	0%	-5%	-13%	-2.6%	0%	-14%[46.1 µM]
COc1ccc(NC(=O)CCOc2ccccc2)c(OC)c1	-8%	3%	6%	-6%	1%	3.7%	1%	-6%[46.1 µM]
C=CCn1cc(/C=N\NC(=O)c2cc3c(ccc4ccccc43)o2)c2ccccc21	?	-4%	1%	-1%	?	0.0%	-4%	-9%[46.1 µM]
O=C(CN1CCSC1=NCc1ccccc1)c1ccc(Cl)c(Cl)c1	10%	-17%	?	-7%	13µM*	0.0%	-6%	-5%[46.1 µM]

4 of the compounds above, with two lines to a compound.
Order of values: Tau fluor counter, GAA spleen mod, GAA glycogen mod, GAA inhib, ALDH1A1 inh, Epigenetic reg, aGal spleen mod, NPSR antagonist
> CC(C)(C)NC(=O)CSc1nc(-c2ccc(F)cc2)cs1
→ -11%, -14%, 4%, -25%, ?, 2.3%, 8%, 50%
> O=C1CC(c2ccc(F)c(Br)c2)C2=C(CCCC2=O)N1 (configuration not stated)
→ 4%, -8%, -5%, -4%, 21%, 0.0%, 0%, -9%[46.1 µM]
> COc1ccc(NC(=O)CCOc2ccccc2)c(OC)c1
→ -8%, 3%, 6%, -6%, 1%, 3.7%, 1%, -6%[46.1 µM]
> Cc1cccc(C(=O)NC(=S)Nc2ccc(S(=O)(=O)N(C)c3ccccc3)cc2)c1
→ ?, -4%, -3%, -15%, 20µM*, 0.8%, 1%, -24%[46.1 µM]

(list continues)
SMILES	Tau fluor counter	GAA spleen mod	GAA glycogen mod	GAA inhib	ALDH1A1 inh	Epigenetic reg	aGal spleen mod	NPSR antagonist
O=C(CCc1ccc(S(=O)(=O)N2CCOCC2)cc1)N/N=C/c1cccc(O)c1	-3%	4%	-17%	-6%	10%	-3.0%	11%	8%
O=C(CC1C(=O)NCCN1CC1CCCCC1)NCCc1ccc(F)cc1 (configuration not stated)	5%	-3%	-1%	0%	-13%	0.9%	6%	-8%
CCc1ccc(OCC(=O)N(C)C2CCS(=O)(=O)C2)cc1 (configuration not stated)	-1%	8%	12%	?	-5%	0.0%	-2%	-12%[46.1 µM]
CC1CCCCN1S(=O)(=O)c1ccc(C(=O)Nc2sccc2C(N)=O)cc1 (configuration not stated)	?	-3%	-4%	-22%	14µM*	0.8%	-3%	1.6µM*
Cc1cc(C)c(NC(=O)CSc2nnc(-c3ccncc3)n2Cc2ccco2)c(C)c1	3%	-1%	-16%	4%	14%	-0.8%	0%	-5%[46.1 µM]
Cc1ccc(NC(=O)COC(=O)CCC(=O)c2cccs2)c(C)c1	0%	-4%	3%	0%	19%	-0.4%	-1%	8%
O=c1cc(Cl)c(-c2ccccc2)n[nH]1	-2%	6%	6%	2%	0%	3.2%	6%	-9%[46.1 µM]
CCOC(=O)c1ccc(NC(=O)CSc2nc(NC(=O)c3ccccc3)c3c(C)c(C)oc3n2)cc1	-4%	-1%	4%	4%	?	-1.0%	-4%	?
NS(=O)(=O)c1cccc(NC(=O)CSc2nc3ccccc3n2-c2ccccc2)c1	19%	-5%	-16%	-1%	?	0.0%	-4%	-15%
Cc1ccc(CN(Cc2ccco2)C(=S)Nc2ccccc2C)cc1	-8%	-2%	2%	0%	?	-1.1%	-3%	-52%
CCCOc1ccccc1C(=O)N(Cc1cccs1)C1CCS(=O)(=O)C1 (configuration not stated)	-7%	-14%	8%	-5%	3%	-1.9%	1%	-19%[46.1 µM]
CCOc1ccc(OCC)c(NC(=O)C2CCN(S(=O)(=O)c3cccnc3)CC2)c1	-13%	-16%	0%	-7%	8%	11%	1%	-13%[46.1 µM]
CN(C)C(CNC(=O)/C=C/c1cccc(Cl)c1)c1ccccc1 (configuration not stated)	-11%	-3%	2%	-2%	-5%	-1.1%	-14%	-4%
O=C(CSC1=Nc2ccccc2C2=NC(CC(=O)N3CCN(c4ccccc4)CC3)C(=O)N12)NCC1CCCO1 (configuration not stated)	-15%	-11%	1%	8%	?	-0.3%	4%	-23%
CCN(CC)CCNC1=CC(=O)OC12CCCCC2	4%	0%	2%	-12%	1%	5.8%	11%	29%[46.1 µM]
O=C1NC(Cc2ccccc2)C(=O)N1CC(=O)N1CCCc2ccccc21 (configuration not stated)	-8%	-11%	-1%	2%	-6%	-5.2%	-3%	12%
CCOC(=O)N1CCN(C(=O)c2ccc3c(c2)NC(=O)C(N2CCOCC2)S3)CC1 (configuration not stated)	2%	1%	-6%	-5%	1%	-1.1%	-2%	-1%[46.1 µM]
CCOC(=O)NC(NC(=S)Nc1ccccc1OC)C(Cl)(Cl)Cl (configuration not stated)	-6%	-7%	1%	8%	-5%	-1.1%	-1%	6%
CCN(CC)CC(=O)Nc1cc(N(C)C)nc2ccccc12	-4%	11%	?	?	?	1.1%	?	13%
COc1ccc(S(=O)(=O)N2CCN(C)CC2)cc1C	0%	4%	8%	-7%	12%	-3.2%	-2%	1%[46.1 µM]
CCOC(=O)C(=O)N1CCC(C(=O)OC)CC1	-3%	-2%	14%	?	-3%	5.5%	-6%	18%
CCc1ccc2oc(=O)cc(CN3CCOCC3)c2c1	1%	5%	5%	-1%	-16%	1.0%	-19%	-4%[46.1 µM]
O=c1[nH]c(CSc2nnc(-c3cccnc3)n2C2CCCCC2)nc2ccccc12	-6%	-5%	7%	-6%	0%	0.0%	8%	-13%[46.1 µM]
COc1ccc(NC(=O)COC(=O)CCNS(=O)(=O)c2ccccc2)cc1OC	-4%	1%	5%	4%	-3%	-0.6%	6%	2%
COc1ccccc1NS(=O)(=O)/C=C/c1ccccc1	-15%	-9%	8%	1%	?	-0.9%	-14%	18%
SMILES	Tau fluor counter	GAA spleen mod	GAA glycogen mod	GAA inhib	ALDH1A1 inh	Epigenetic reg	aGal spleen mod	NPSR antagonist
Cc1c(NC(=O)/C(C#N)=C/c2ccc(-c3cccc(Cl)c3)o2)c(=O)n(-c2ccccc2)n1C	-7%	-7%	-8%	?	4%	1.3%	-9%	-9%[46.1 µM]
Nc1nc(Br)c2c(F)cccc2c1-c1ccccc1	-4%	2%	-18%	-6%	1%	-1.3%	5%	-22%[46.1 µM]
Cc1cccc(OCCCC(=O)Nc2nccs2)c1	-12%	4%	7%	1%	0%	-4.3%	-7%	-2%[46.1 µM]
O=C(Nc1ccccc1[N+](=O)[O-])c1cncc(Br)c1	-13%	-13%	6%	-3%	-1%	0.6%	1%	-2%
O=C(Cn1cnc2ccccc2c1=O)NCc1ccco1	-2%	5%	4%	-8%	1%	-0.7%	5%	-2%[46.1 µM]
COc1cc(CN2CC(=O)N(c3ccc(C)cc3)C2=S)cc(OC)c1OC	-14%	-7%	4%	-14%	6%	-1.0%	-2%	8%
COc1ccc(Nc2ncnc3ccccc23)c(OC)c1	-2%	-6%	0%	-1%	10µM*	4.7%	-6%	-22%[46.1 µM]
CCc1cc(C(=O)Nc2cc(S(=O)(=O)N(C)C)ccc2C)sc1C	-7%	-6%	-5%	5%	-9%	2.7%	-4%	-11%

Screening data: PubChem, National Center for Advancing Translational Sciences (NCATS)

An excerpt; the hit share may differ from the screen's.
